Bioassay records from PubChem.
NCI-60 one-dose screen, 48 h, at 10 µM unless noted. Numbers give growth in % (100 = growth as untreated, 0 = no growth, -100 = all killed).
OVCAR-3 = OVCAR-3 ovarian cancer | hit rate 7% among 79,000
OVCAR-4 = OVCAR-4 ovarian cancer cells; hit rate 3.7% among 80,000; AID 1794784
SN12C = SN12C renal cancer cells. hit rate 3.8% among 81,000. AID 1794767
SK-OV-3 = SK-OV-3 ovarian cancer cells; hit rate 3.2% among 80,000; AID 1794785
NCI-H23 = NCI-H23 lung cancer; hit rate 4% among 80,000
OVCAR-5 = OVCAR-5 ovarian cancer. hit rate 2.9% among 82,000
NCI-H226 = NCI-H226 lung cancer. hit rate 3.5% among 79,000. AID 1794732
NCI/ADR-RES = NCI/ADR-RES ovarian cells | hit rate 4.4% among 81,000
IGROV1 = IGROV1 ovarian cancer; hit rate 4.7% among 79,000; AID 1794786
An asterisk follows results filed as active; nt = not tested or not shown; & = joins results of further samples; [ ] = dose if it differs, or a comment. How the source made its calls: active means growth percent below 10; inactive means the rest.

SMILES	OVCAR-3	OVCAR-4	SN12C	SK-OV-3	NCI-H23	OVCAR-5	NCI-H226	NCI/ADR-RES	IGROV1
OC(c1ccc(Cl)cc1)C(c1ccc(Cl)cc1)N1CCCCC1 (centres undefined)	107	90	92	90	83	86	92	90	79
COc1ccccc1N1CCN(C(C)C)CC1	97	105	nt	106	98	87	103	101	109
CN(C)Cc1c[nH]c2ccc([N+](=O)[O-])cc12	124&108	113&109	106&101	112&104	105&103	98&105	112&95	105&110	106&123
C[N+](C)(C)CCCl	109	nt	109	98	104	107	104	109	108
CN(C)P(=O)(NC(NC=O)C(Cl)(Cl)Cl)N(C)C (centres undefined)	103	121	77	96	94	98	85	101	nt
C=C1C[C@](OC)([C@H](O)C(=O)N[C@@H](OC)[C@@H]2C[C@@H](O)C(C)(C)[C@@H](C[C@@H](COC)OC)O2)O[C@H](C)[C@@H]1C	-44*	-38*	-30*	-9.4*	-28*	-30*	-75*	-42*	-67*
CCN(CC)CCOC(=O)C(OCC(C)C)(c1ccccc1)c1ccccc1	95	87	90	99	92	93	100	100	78
CC12CCC3C(CCC4CC=CCC43C)C1CCC2=O (centres undefined)	126	102	100	117	108	88	101	121	105
NC(=O)C[N+](=O)[O-]	106	101	97	103	113	103	101	120	110
CCOC(=O)/C=C(/OP(=O)(OCC)OCC)C(=O)OCC	nt	108	110	108	98	112	95	104	102
COP(=O)(OC)C(O)c1ccc(Cl)cc1Cl (centres undefined)	118	nt	103	112	110	115	104	114	106
N#Cc1c(F)cc(-n2c(C(=O)N3CC(F)C3)cc3cccnc32)cc1F	107	103	98	106	98	103	106	94	108

6 records drawn at random from those above:
SMILES	OVCAR-3	OVCAR-4	SN12C	SK-OV-3	NCI-H23	OVCAR-5	NCI-H226	NCI/ADR-RES	IGROV1
CN(C)P(=O)(NC(NC=O)C(Cl)(Cl)Cl)N(C)C (centres undefined)	103	121	77	96	94	98	85	101	nt
NC(=O)C[N+](=O)[O-]	106	101	97	103	113	103	101	120	110
C=C1C[C@](OC)([C@H](O)C(=O)N[C@@H](OC)[C@@H]2C[C@@H](O)C(C)(C)[C@@H](C[C@@H](COC)OC)O2)O[C@H](C)[C@@H]1C	-44*	-38*	-30*	-9.4*	-28*	-30*	-75*	-42*	-67*
C[N+](C)(C)CCCl	109	nt	109	98	104	107	104	109	108
COc1ccccc1N1CCN(C(C)C)CC1	97	105	nt	106	98	87	103	101	109
CCOC(=O)/C=C(/OP(=O)(OCC)OCC)C(=O)OCC	nt	108	110	108	98	112	95	104	102

Going on with the list.
SMILES	OVCAR-3	OVCAR-4	SN12C	SK-OV-3	NCI-H23	OVCAR-5	NCI-H226	NCI/ADR-RES	IGROV1
O=C(Cc1c[nH]c2ccccc12)NNCc1ccc(N(CCCl)CCCl)cc1	95	95	59	98	69	135	82	86	63
Clc1cccc(NCOOC2(OOCNc3cccc(Cl)c3)CCCCCC2)c1	97	97	95	105	69	97	102	62	7.2*
CCCNC(=O)C[C@H](CCC(F)(F)F)C(=O)N[C@H]1N=C(c2ccccc2)c2ccccc2N(C)C1=O	121	104	95	108	100	99	100	102	102
CNC(=O)Oc1ccccc1OC(=O)NC	93	99	98	103	104	110	107	99	103
C[C@]12CCC(O)CC1=CCC1C2CC[C@]2(C)C(=O)/C(=C/c3cnc[nH]3)CC12 (some centres undefined)	111	nt	112	112	106	107	107	100	113
O=[N+]([O-])c1ccc(C(=Nc2ccccc2)N2CC2)cc1	116&112	117&114	103&94	110&104	102&119	106&108	96&103	98&96	99
COC(=O)[C@@H](C)C[C@H](Cc1ccc(F)cc1)NC(=O)c1csc([C@@H](C[C@H](C(C)C)N(C)C(=O)[C@@H](NC(=O)[C@H]2CCCCN2C)C2CC2)OC(C)=O)n1	-25*	46	32	29	36	50	43	76	31
S=P1(c2ccccc2)Nc2ccccc2S1 (centres undefined)	116	109	108	105	99	95	95	103	105
NC(=S)N=Nc1c(O)[nH]c(=O)[nH]c1=O	91	70	85	115	99	95	97	86	90
CC[C@H](C)[C@H](NC(=O)[C@H]1CCCCN1C)C(=O)N(C)[C@H](C[C@@H](OC(C)=O)c1cccc(C(=O)N[C@@H](Cc2ccccc2)C[C@H](C)C(=O)O)n1)C(C)C	-28*	35	28	8.7*	24	52	20	16	26
C=CCOCC1CO1 (centres undefined)	112	115	95	106	104	108	99	110	108
CCCOC(=O)Nc1ccc([As](=O)(O)O)cc1NC(=O)OCCC	103	100	103	110	113	105	95	103	521
Cc1ccc(CCN)cc1C	94	103	91	103	91	91	87	92	98
Cc1nc2ccccc2c(=O)n1-c1ccc([N+](=O)[O-])cc1	116	98	89	99	102	102	99	101	103
O=[N+]([O-])c1ncc[nH]1	111	107	104	107	102	104	102	104	140
CC1(C2CCOC2=O)OCCO1 (centres undefined)	107	102	101	95	111	99	93	112	110
CNC(=O)O/N=C(C)/C(C)=N/OC(=O)NC	117	98	97	110	107	98	91	110	105
CC(C)[N+](C)(C)CCC(C(N)=O)(c1ccccc1)c1ccccc1	103	107	114	103	104	107	100	106	107
O=C1NC(=O)C(=O)C(=O)N1	99	93	106	99	97	99	105	103	109
CC12CCC3C(CC=C4CC(O)CCC43C)C1C/C(=C\N1CCOCC1)C2=O (centres undefined)	116	94	102	111	111	98	93	106	119
CC1(C)CC[C@]23CC[C@]4(C)[C@H](CC[C@@H]5[C@@]6(C)CCC7(OOC8(CCCCC8)OO7)C(C)(C)[C@@H]6CC[C@]54C)[C@H]2[C@H]1OC3=O (some centres undefined)	94	108	99	113	100	105	105	101	106
O=C(CCl)Nc1cccc(Cl)c1	100	91	104	102	76	113	101	94	106
COc1cc(/C=C\[N+](=O)[O-])ccc1O	72&62	113&93	94&67	97&101	77&83	105&94	98&91	98&83	75&81
Oc1ccc(C2(c3ccc(O)cc3)CCCCC2)cc1	106&103	107&111	100&92	92&108	94&97	84&104	102&95	98&104	106&91
Clc1ccc(SSC(Cl)(Cl)Cl)cc1	108	108	102	115	nt	105	110	117	107
C[N+]1(C)CCN(c2ccccc2)CC1	120	106	95	119	105	99	117	108	104
CCOC(=O)C1(c2ccccc2)CCN(CC(=O)c2ccc(NC(C)=O)cc2)CC1	128	122	93	101	nt	100	107	107	nt
C[C@]12CC[C@H]3[C@@H](C[C@@H]4SC(Nc5ccccn5)=N[C@@]45CC(=O)CC[C@]35C)[C@@H]1CCC2=O	60	72	72	87	72	57	64	64	92
CN[C@@]1(c2ccccc2Cl)CCCC[C@@H]1NC1CCCC1	102	102	100	109	98	96	98	100	98
O=C1C=C(Cl)C(=O)C(Cl)=C1	115	107	110	107	102	101	108	103	nt
CC(Cl)[N+](=O)[O-] (centres undefined)	108	126	100	109	101	115	103	98	91
C[C@]12CCC(=O)C[C@@H]1CC[C@@H]1[C@@H]2CC[C@]2(C)[C@@H](OC(=O)N(CCCl)N=O)CC[C@@H]12	49	73	24	16	30	43	46	25	-30*
CN(CCCCN(C)CCOS(C)(=O)=O)CCOS(C)(=O)=O	103	nt	72	87	84	98	75	76	66
CC1(C(=O)O)CC12c1ccccc1-c1ccccc12 (centres undefined)	107	112	108	100	98	106	98	103	98
CN[C@@H](c1ccccc1)[C@H](O)c1ccccc1	104	99	106	103	101	108	103	100	107
N#Cc1c[nH]c2ccccc12	104	89	102	93	95	102	97	103	nt
CC[CH2][Sn]([Cl])([Cl])[CH2]CC.Oc1ccccc1C=NCCN=Cc1ccccc1O	44&87	70	59&52	92&109	34&56	84&97	17&11	91&91	62&74
OC(c1ccc(Cl)cc1)C(Cl)(Cl)Cl (centres undefined)	110	102	98	99	96	96	102	95	107
O1[As]2O[As]3O[As]1O[As](O2)O3	-35*	26	4.3*	38	6.5*	19	0.9*	14	15
CC1CCC(OC(=O)CCl)CC1 (centres undefined)	100	106	89	103	111	105	102	108	100
O=C(NC(O)C(Cl)(Cl)Cl)NC(O)C(Cl)(Cl)Cl (centres undefined)	121	109	100	107	106	101	100	110	nt
O=C1NCN(c2ccccc2)C12CCNCC2	98	110	90	123	93	86	100	79	37
CCC(C)OC(=O)Cc1ccccc1 (centres undefined)	112	108	101	95	100	105	108	102	114
CCOP(=O)(NC(C)(C)C)OCC	111	104	92	100	103	107	102	106	103
O=C(CI)Nc1ccc(Br)cc1	-79*	27	16	101	32	95	70	100	-55*
CSC(SC)=C1C(=O)NC(=O)NC1=O	114	99	104	92	109	113	100	104	97
Cn1ncc(Nc2ccc(CCN)cc2)c(Cl)c1=O	112	107	104	162	96	121	102	104	91
CCN(CC)c1cccc(OC(=O)NC)c1	118	106	102	102	104	106	107	105	101

Among those listed so far, these contain two or more sulfur atoms.
SMILES	OVCAR-3	OVCAR-4	SN12C	SK-OV-3	NCI-H23	OVCAR-5	NCI-H226	NCI/ADR-RES	IGROV1
S=P1(c2ccccc2)Nc2ccccc2S1 (centres undefined)	116	109	108	105	99	95	95	103	105
Clc1ccc(SSC(Cl)(Cl)Cl)cc1	108	108	102	115	nt	105	110	117	107
CN(CCCCN(C)CCOS(C)(=O)=O)CCOS(C)(=O)=O	103	nt	72	87	84	98	75	76	66
CSC(SC)=C1C(=O)NC(=O)NC1=O	114	99	104	92	109	113	100	104	97

Further entries follow:
SMILES	OVCAR-3	OVCAR-4	SN12C	SK-OV-3	NCI-H23	OVCAR-5	NCI-H226	NCI/ADR-RES	IGROV1
Nc1cccc(CC(=O)Nc2ccc(S(=O)(=O)F)cc2)c1	102	nt	100	92	100	98	94	nt	nt
COc1cc2cc(C(=O)N3C[C@@H](CCl)c4c3cc(OC(=O)N3CCN(C)[C@@H]5CSSC[C@H]53)c3ccccc43)[nH]c2c(OC)c1OC	-9.1*	-55*	-62*	-26*	-81*	-20*	-43*	-56*	-61*
CC1(C)CN1CCCCN1CC1(C)C (centres undefined)	103	111	97	102	101	103	93	107	97
Clc1cccc(Cl)c1Cl	94	106	120	104	102	98	101	105	104
Nc1nc(N)c(-c2ccc(Cl)cc2)c(COc2cccc(NC(=O)c3cccc(S(=O)(=O)F)c3)c2)n1	108	95	97	92	107	101	91	108	105
O=C1N(c2nncs2)CCN1[N+](=O)[O-]	102	99	97	106	96	85	97	97	99
O=C(CCCC1SCC2NC(=O)NC21)NCCCc1cn(CCOCc2ccc(COC(=O)CCCc3ccc(N(CCCl)CCCl)cc3)cc2)nn1 (centres undefined)	nt	107	98	113	101	98	101	110	93
CCCC1(CCSC(=N)N)C(=O)NC(=O)NC1=O	108	94	94	107	104	100	92	106	116
CC(Cl)CN(CC(C)Cl)c1ccc(S(=O)(=O)Nc2ncccn2)cc1 (centres undefined)	101	100	93	91	87	107	92	94	74
Fc1ccc2c(c1)c(-c1nc(-c3c[nH]c4ncccc34)cs1)cn2CCN1CCCCC1	80	73	71	108	78	110	71	65	42
CCCCCCc1cc2c(O)c(C(c3ccccc3)c3c(O)c4cc(CCCCCC)c(O)cc4oc3=O)c(=O)oc2cc1O	62	53	nt	69	63	96	69	81	61
CCN(CC)CC(O)CN1CC2CCCCC2C1 (centres undefined)	110	105	104	100	102	106	99	101	112
COC1[C@@H]2C[C@H]3C(C)(C)O[C@@](C/C=C(/C)C(=O)O)(C2=O)[C@]32Oc3c(CC=C(C)C)c4c(c(O)c3C(=O)[C@H]12)C=CC(C)(C)O4 (some centres undefined)	-91*	-34*	-17*	14	-64*	-40*	23	-11*	-26*
COc1ccc(S(=O)(=O)N(Cc2ccc3c(c2)C=CC(C)(C)O3)c2ccccc2)cc1OC	74	71	96	91	48	103	55	69	76
[N-]=[N+]=CC(=O)CC[C@H](N)C(=O)O	107[20 µM]	105[20 µM]	98[20 µM]	104[20 µM]	100[20 µM]	91[20 µM]	110[20 µM]	103[20 µM]	102[20 µM]
CCN1C(=O)NC(=O)C(CC)(NC(=O)c2cc(F)c(F)c(F)c2F)C1=O (centres undefined)	99	105	113	114	103	106	104	105	90

Gathered by group: those above with a cyano group.
SMILES	OVCAR-3	OVCAR-4	SN12C	SK-OV-3	NCI-H23	OVCAR-5	NCI-H226	NCI/ADR-RES	IGROV1
N#Cc1c(F)cc(-n2c(C(=O)N3CC(F)C3)cc3cccnc32)cc1F	107	103	98	106	98	103	106	94	108
N#Cc1c[nH]c2ccccc12	104	89	102	93	95	102	97	103	nt

Full records, looked up by structure:
Record of `OC(c1ccc(Cl)cc1)C(c1ccc(Cl)cc1)N1CCCCC1` (centres undefined) : OVCAR-3 = 107; OVCAR-4 = 90; SN12C = 92; SK-OV-3 = 90; NCI-H23 = 83; OVCAR-5 = 86; NCI-H226 = 92; NCI/ADR-RES = 90; IGROV1 = 79
Record of `CCN(CC)CC(O)CN1CC2CCCCC2C1` (centres undefined) : OVCAR-3 = 110; OVCAR-4 = 105; SN12C = 104; SK-OV-3 = 100; NCI-H23 = 102; OVCAR-5 = 106; NCI-H226 = 99; NCI/ADR-RES = 101; IGROV1 = 112

This is a subset; the hit share may differ from the screen's.
